Assay outcomes from PubChem BioAssay.
CHRM4 agonist = agonists of human muscarinic M4 receptor (CHRM4); P08173; CHO-K1 hM4/Gqi5, Fluo-8 calcium fluorescence; vehicle 0%, full acetylcholine response 100%; activation, % at 3 µM; 0.14% of 360,000 active; AID 624127;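 active means activation above the run mean over all test wells plus 3 SD, cut at about 32% in these data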;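 further: peak over basal fluorescence ratio per well then scaled between controls; 0% = DMSO wells and 100% = acetylcholine at EC100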
Target sequence (P08173 whole entry, looked up): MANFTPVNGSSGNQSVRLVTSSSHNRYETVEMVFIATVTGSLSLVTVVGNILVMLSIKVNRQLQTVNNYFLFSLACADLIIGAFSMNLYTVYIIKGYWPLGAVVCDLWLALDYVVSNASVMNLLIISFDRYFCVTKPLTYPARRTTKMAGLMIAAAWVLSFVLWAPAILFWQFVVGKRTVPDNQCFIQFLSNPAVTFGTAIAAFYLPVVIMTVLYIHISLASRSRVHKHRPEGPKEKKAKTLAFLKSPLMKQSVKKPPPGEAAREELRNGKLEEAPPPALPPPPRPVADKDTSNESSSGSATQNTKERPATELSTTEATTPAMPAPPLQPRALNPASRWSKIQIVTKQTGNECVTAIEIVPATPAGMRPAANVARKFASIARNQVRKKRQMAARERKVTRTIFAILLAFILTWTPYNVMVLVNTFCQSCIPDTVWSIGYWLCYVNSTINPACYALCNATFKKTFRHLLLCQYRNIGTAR
CRFR2-BP ag = agonists of human CRF-binding protein/CRF-R2 receptor complex; HEK293 CRF-R2/CRF-BP, calcium dye fluorescence (FLIPR); percent of saturating CRF peptide response; 0.46% of 350,000 active; activation, % at 13.2 µM; AID 588473;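 active means activation of at least 50%, plus an integration ratio under a set limit after plate pattern correction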;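 further: plate controls were neutral control wells without compound for no effect and CRF at EC100 for full effect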
M5 PAM = CHRM5 positive allosteric modulation; P08912; 0.3% of 360,000 active; activation, % at 3 µM; CHO-K1 hM5, Fluo-8 calcium, ACh EC20 PAM; 0% = ACh EC20, 100% = ACh EC100;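 active means activation above the run cutoff, the mean activation of all test compounds plus 3 SD, cut at about 18% in these data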
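Assay system: CHO-K1 hM5 cells / Incubation: Fluo-8 loading 80 min at 37 °C plus 30 min room temperature / Technique: Fluo-8 calcium dye fluorescence, kinetic read / Repeats: single replicate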
CHRM5 agonist = agonists of human muscarinic M5 receptor (CHRM5). P08912. CHO-K1 hM5 cells, Fluo-8 calcium fluorescence; 0% DMSO wells, 100% maximal acetylcholine response. activation, % at 3 µM. 0.19% of 360,000 active;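 active means activation above the run's mean over test compounds plus 3 SD, cut at about 23% in these data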;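 further: signal is peak over basal fluorescence ratio across the kinetic read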
CHRM1 antagonist = human CHRM1 antagonism; P11229; CHO-K1 hM1, Fluo-8 calcium fluorescence, ACh EC80 antagonist; inhibition, % at 3 µM; 1.3% of 360,000 active; AID 588852;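 active means percent inhibition above its own plate's cutoff, namely the mean of that plate's compound wells plus 3 SD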;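 further: peak over basal fluorescence ratio during 140 s after agonist addition; 0% = ACh EC80 plus DMSO and 100% = DMSO alone without agonist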
Target sequence (P11229 whole entry, looked up): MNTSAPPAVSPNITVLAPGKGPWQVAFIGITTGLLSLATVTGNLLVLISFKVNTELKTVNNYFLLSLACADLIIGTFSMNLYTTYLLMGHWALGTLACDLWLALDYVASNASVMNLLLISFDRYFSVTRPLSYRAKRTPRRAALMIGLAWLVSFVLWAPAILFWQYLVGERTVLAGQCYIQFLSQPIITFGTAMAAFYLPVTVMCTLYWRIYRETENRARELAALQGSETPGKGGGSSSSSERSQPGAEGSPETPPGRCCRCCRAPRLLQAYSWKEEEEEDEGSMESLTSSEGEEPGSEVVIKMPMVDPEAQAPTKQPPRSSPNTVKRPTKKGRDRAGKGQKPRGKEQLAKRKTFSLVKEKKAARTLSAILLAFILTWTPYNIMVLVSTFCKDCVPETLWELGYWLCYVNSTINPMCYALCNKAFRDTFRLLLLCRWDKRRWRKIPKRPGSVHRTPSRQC
CHRM1 PAM = human CHRM1 positive allosteric modulation; CHO-K1 hM1, Fluo-8 calcium fluorescence, ACh EC20; 0% = ACh EC20, 100% = maximal ACh; activation, % at 3 µM; 0.088% of 360,000 active; AID 588819; in the data active means activation above about 19%, passing the limit was not always enough
CHRM5 antagonist = CHRM5 antagonism in calcium assay; 0.59% of 360,000 active; AID 624040; P08912; CHO-hM5 cells, Fluo-8 calcium fluorescence, ACh EC80; inhibition, % at 3 µM;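 active means inhibition above a per-plate cutoff, the mean of that plate's test compounds plus 3 SD, cut at about 27% in these data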;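 further: 0% = acetylcholine EC80 with DMSO and 100% = DMSO without agonist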
CHRM4 antagonist = CHRM4 antagonism in calcium assay | P08173 | CHO-hM4 cells, ACh EC80, Fluo-8 calcium fluorescence | inhibition, % at 3 µM | 0.73% of 360,000 active;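 active means inhibition above its plate's cutoff, the mean inhibition of sample wells plus 3 SD, cut at about 27% in these data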;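 further: 0% = acetylcholine EC80 with DMSO and 100% = DMSO without agonist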
M4 PAM = positive allosteric modulators of human muscarinic M4 receptor; P08173; 0.4% of 360,000 active; CHO-K1 hM4/Gqi5, Fluo-8 calcium fluorescence, ACh EC20; 0% = ACh EC20, 100% = maximal ACh; activation, % at 3 µM;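 active means activation above its plate's cutoff, the mean activation of sample wells plus 3 SD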; further: some results filed as inactive read as strong as hits
Active calls of the source: *; nt = no result given.

SMILES	CHRM4 agonist	CRFR2-BP ag	M5 PAM	CHRM5 agonist	CHRM1 antagonist	CHRM1 PAM	CHRM5 antagonist	CHRM4 antagonist	M4 PAM
CCOC(=O)C1CCCN(C(=O)c2cc(C)oc2C)CC1 (stereo not drawn)	1	nt	0	0	-12	12	-1	3	6
O=C(NCc1ccccc1)c1cccc(S(=O)(=O)N2CCCCC2)c1	3	0.9	-1	0	-11	4	5	-2	-1
Cc1cc(=O)oc(C)c1C(=O)Nc1cccc2nonc12	1	1.5	3	1	-12	10	-1	-5	19
O=C(COC(=O)c1c[nH]c2ccccc12)Nc1ccc(F)cc1	3	15	-6	4	0	2	4	5	1
COc1ccccc1C(=O)N/C(=C/c1ccccc1)C(=O)Nc1ccc(C(=O)O)cc1	1	-1.7	1	-1	1	2	-11	-12	6
Cc1cc(C)n2nc(C(=O)OCC(=O)NC3CCS(=O)(=O)C3)nc2n1 (stereo not drawn)	0	-1.7	-2	0	-18	10	2	-6	0
NS(=O)(=O)c1cccc(NC(=O)COC(=O)Cc2ccc(S(=O)(=O)N3CCCCC3)s2)c1	0	0.0	1	-2	1	4	12	9	-6
CC(=O)Nc1ccc(NC(=O)c2cc(-c3cc(C)c(C)cc3O)n[nH]2)cc1	0	0.0	1	-2	-7	12	6	4	-2
Cc1c(NC(=S)NC(NC(=O)C(C)(C)C)C(Cl)(Cl)Cl)c(=O)n(-c2ccccc2)n1C (stereo not drawn)	0	0.2	5	-1	-4	7	-3	8	19
COc1ccc(CCNC(=O)CNS(=O)(=O)c2ccc(Br)cc2)cc1	5	-0.2	-3	3	-7	4	1	1	-4
COc1ccc(S(=O)(=O)NC(=O)C2(C)CCN2C(=O)Cc2ccccc2Cl)cc1 (stereo not drawn)	1	nt	-3	2	-4	10	1	-24	10
COCCNC(=O)CSc1nc(-c2ccccc2)cs1	-1	-0.5	-5	0	-1	2	0	-6	2
CCOC(=O)c1cc(C)sc1/N=C/C1C(=O)CC(C)(C)CC1=O	0	2.1	2	-2	-7	5	0	12	13
COc1cccc(/C=C2\SC(=O)N(CC(=O)NCCCn3ccnc3)C2=O)c1	1	0.4	13	-5	-13	7	-6	-5	2
C[C@H](CO)N1C[C@H](C)[C@@H](CN(C)S(=O)(=O)c2cn(C)cn2)Oc2ccc(NC(=O)NC3CCCCC3)cc2C1=O	1	-0.2	1	0	4	-3	4	0	3
COC(=O)c1ccc2cn[nH]c2c1	0	0.8	-1	2	-22	13	2	-4	-1
CCC(=O)N1CN(S(=O)(=O)c2ccc(C)cc2)CC1C (stereo not drawn)	1	-2.5	-2	-1	-4	9	0	5	-2
Cc1cc(=O)[nH]c(SCC(=O)N2CCN(C(c3ccccc3)c3ccccc3)CC2)n1	0	6.5	-24	-8	52*	-21	32*	20	-17
O=C(COC(=O)c1cc(Br)ccc1O)NNC(=O)c1ccc(Cl)cc1	0	-0.8	4	-1	-7	7	-4	2	-2
CC(C)CN(C(=O)C1CSC2(C)CCC(=O)N12)c1c(N)n(Cc2ccccc2)c(=O)[nH]c1=O (stereo not drawn)	1	-1.3	4	-4	-15	13	4	2	3
O=C(Nc1ccc2nc3n(c(=O)c2c1)CCCCC3)c1cc([N+](=O)[O-])ccc1F	2	0.8	-2	1	3	0	-8	7	0
Cc1onc(-c2ccccc2Cl)c1C(=O)NCc1ccc(S(N)(=O)=O)cc1	1	0.1	-2	1	-24	4	1	-3	1
Cc1nn(-c2cccc(C(F)(F)F)c2)c(Cl)c1/C=N/n1cnnc1	1	1.0	-2	-2	0	5	-1	-7	10
C[C@H](CO)N1C[C@H](C)[C@@H](CN(C)Cc2ccc(C(=O)O)cc2)Oc2c(NC(=O)Cc3ccccc3)cccc2C1=O	1	-1.3	2	3	-12	9	9	-3	0
C[C@H]1CN([C@@H](C)CO)C(=O)c2cccc(NC(=O)c3cnccn3)c2O[C@@H]1CN(C)S(=O)(=O)c1ccc(F)cc1	2	1.2	0	0	1	8	12	-3	11
CC(Oc1ccc(F)cc1Br)c1nc2ccccc2c(=O)[nH]1 (stereo not drawn)	2	0.1	-5	-3	-6	6	9	-10	3
Cn1cc(/C=C2\SC(=O)N(c3ccc(O)cc3)C2=O)c2ccccc21	3	-1.4	1	-5	-15	13	12	20	2
CC(C)CC(=O)Nc1cccc(-c2nc3ncccc3o2)c1	7	17	2	4	-6	6	6	-3	-1
CCCCNc1c(-c2cccc(-c3cc(C(C)=O)cs3)c2)nc2cc(C)ccn12	11	0.0	-35	-8	30	-11	21	22	-5
CCCCCOc1ccc(C(=O)CCC(=O)Nc2ccc(NC(C)=O)cc2)cc1	0	-1.2	-5	-2	-2	0	15	8	-3
CSc1ccccc1OCc1cc(C(=O)N(C)Cc2cc(C)[nH]n2)no1	4	-1.6	-12	1	-3	12	6	-9	4
COc1ccc(N(C(=O)c2ccco2)C(C(=O)NC2CCCC2)c2ccco2)cc1OC (stereo not drawn)	1	0.3	-2	-2	1	-3	-4	-3	4
CCOc1ccc(C(=O)NCC(c2cccs2)N(C)C)cc1 (stereo not drawn)	0	1.6	-1	-10	-2	-14	-2	-5	-2
COc1ccc(OC(C)C(=O)NCc2cccnc2)cc1 (stereo not drawn)	0	1.2	-4	-3	-3	4	0	-3	4
COC(=O)c1ccc(C(=O)OC)c(NC(=O)COC(=O)CCOc2ccc(C)cc2)c1	-1	1.2	-1	0	-12	11	4	1	5
O=C1NC[C@H](Cc2ccccc2)N(CC2CCN(CCCCc3ccccc3)CC2)C1=O	1	0.0	-7	2	19	-14	10	14	-8

Some of the entries above, reformatted:
SMILES,CHRM4 agonist,CRFR2-BP ag,M5 PAM,CHRM5 agonist,CHRM1 antagonist,CHRM1 PAM,CHRM5 antagonist,CHRM4 antagonist,M4 PAM
C[C@H]1CN([C@@H](C)CO)C(=O)c2cccc(NC(=O)c3cnccn3)c2O[C@@H]1CN(C)S(=O)(=O)c1ccc(F)cc1,2,1.2,0,0,1,8,12,-3,11
CC(Oc1ccc(F)cc1Br)c1nc2ccccc2c(=O)[nH]1 (stereo not drawn),2,0.1,-5,-3,-6,6,9,-10,3

New compounds follow:
SMILES	CHRM4 agonist	CRFR2-BP ag	M5 PAM	CHRM5 agonist	CHRM1 antagonist	CHRM1 PAM	CHRM5 antagonist	CHRM4 antagonist	M4 PAM
Cc1cc(C(=O)COC(=O)c2ccc(N)c([N+](=O)[O-])c2)c(C)n1Cc1ccc2c(c1)OCO2	0	1.0	0	3	-17	3	5	7	-6
COc1cc(C(=O)OCC(=O)Nc2cc(S(=O)(=O)N3CCOCC3)ccc2C)ccc1OCC(C)C	6	1.0	-7	2	-12	1	6	-1	-6
CN(C(=O)C1CCCN(S(=O)(=O)c2cccc([N+](=O)[O-])c2)C1)C1CCS(=O)(=O)C1 (stereo not drawn)	1	-1.1	-1	-1	-1	6	-3	0	1
CC(NC(=O)c1ccccc1)C(c1cccs1)N1CCOCC1 (stereo not drawn)	1	0.6	-2	2	-9	5	0	-4	5
O=C1OCCN1C(=O)[C@H]1[C@H](c2ccc(F)cc2)C(c2ccccc2)=NN1c1ccc(Br)cc1	0	2.9	-2	3	-5	2	3	-24	7
NC(=O)c1cnn2c1NC(c1ccc(F)cc1)CC2C(F)(F)F (stereo not drawn)	0	-1.2	-1	3	-5	4	0	8	-4
COc1cc2ncnc(NCCc3ccccc3)c2cc1OC	12	0.5	-14	9	10	2	12	10	-12
COc1ccc([C@H]2CC(=O)C=C(/C=C/c3ccccc3)C2)cc1	0	5.2	7	4	0	0	-7	-5	3
COC(=O)c1ccc(Oc2c(Cl)cccc2[N+](=O)[O-])cc1	0	-5.8	-4	-5	-8	6	4	-3	1
CCOc1ccc(S(=O)(=O)Nc2ccc(C(=O)N3CC(C)OC(C)C3)cc2)cc1 (stereo not drawn)	16	36	-7	30*	14	-12	9	12	-7
CC(=O)c1cccc(N(CC(=O)NC2CCCC2)C(=O)c2csnn2)c1	0	0.6	5	-2	-6	6	1	0	-4
CCCCN(C(=O)c1ccc(-c2ccc([N+](=O)[O-])cc2)o1)c1c(N)n(CC(C)C)c(=O)[nH]c1=O	6	-0.7	-1	3	3	7	-7	4	3
COC(=O)CSc1nnc(CNc2ccc(OC)cc2)n1C	1	-0.5	4	-2	13	-2	-5	8	-8
CCN=C1NN=C(c2c[nH]c3ccccc23)CS1	1	1.0	-2	-3	0	-3	7	-1	2
C=C(Br)Cn1c(CCCC)nc2ccccc21	-1	-2.4	0	-6	15	-1	-2	6	3
CCOC(=O)c1cccc(NC(=S)NCc2ccc(C)cc2)c1	3	0.9	-10	1	8	-3	10	-4	-5
O=C(NCCCCc1ccccc1)Nc1ccc(F)cc1	9	-1.7	-7	1	4	-4	1	0	-5
CNc1nc(N)nc(-c2cc(Cl)ccc2OC)n1	1	-1.6	5	1	-2	11	-5	2	4
COc1ccc(COC(=O)C2=C(C)NC(=O)NC2c2cccc(OC)c2OC)cc1 (stereo not drawn)	2	0.6	5	0	-12	12	6	-5	6
Cc1nnc(N(Cc2ccco2)C(=O)c2ccc(C#N)cc2)s1	0	0.5	1	0	-41	4	-2	1	19
COc1cc(C2NC(=O)NC(c3ccccc3)=C2C(C)=O)c(Br)c(Br)c1O (stereo not drawn)	2	-2.7	2	4	-18	15	-3	-1	-2
CCCOc1ccc(/C(O)=C2/C(=O)C(=O)N(CCN(C)C)C2c2ccco2)cc1 (stereo not drawn)	1	-1.5	-11	-2	-3	2	8	-15	1
CN(C)CCOc1nc(-c2ccccc2)nc2c1oc1ccccc12	3	2.6	-9	-2	0	5	5	3	-2
COc1ccc(F)c(CN2CCC(n3nccc3NC(=O)CCCc3ccccc3)CC2)c1	5	0.5	-1	-4	-17	3	6	-3	-5
O=C(N/N=C/c1ccc(F)cc1)c1ccc(Br)cc1	-1	-1.5	-8	-3	7	0	12	2	3
COc1ccc(S(=O)(=O)NCCc2csc(C)n2)cc1C	-1	-0.5	-1	-1	-1	0	-1	4	0
CCC(=O)Nc1ccc(C2=Nn3c(nnc3C(C)C)SC2)cc1	8	-3.9	-7	0	-6	2	9	-1	-5
O=C(Nc1ccc(S(=O)(=O)Nc2ncccn2)cc1)c1ccccc1NS(=O)(=O)c1ccc(F)cc1	0	-0.5	-4	0	-7	9	8	4	1
CCN(C[C@H]1N[C@@](C)(C(=O)OC)[C@H]2C(=O)N(Cc3ccccc3)C(=O)[C@@H]12)C(=O)Nc1ccc(F)cc1	1	-1.5	-2	0	-3	7	-4	1	-4
CCOC(=O)c1ccccc1NC(=S)N1CCC(N2CCCCC2)CC1	0	1.1	5	-5	-6	3	-4	-11	6
CC(C)c1cc(-c2cc(C(=O)NCc3ccccc3)on2)nc(NC2CCCC2)n1	8	3.9	-3	2	18	-5	19	14	-1
C[C@@H](c1ccccc1)N1C[C@H](COCc2ccccc2)Oc2cc(N3CC[C@H](N(C)C)C3)ccc2S1(=O)=O	5	nt	0	-1	nt	nt	3	2	2
